Giardia FBPA inh: blocks Giardia fructose-bisphosphate aldolase activity. AID 2451. A8B2U2. Potency, µM (doses to about 59.6 µM), without a hit: at the highest dose activity, negative = inhibition, usual class: inhibitors. 290,000 tested, 0.71% active. purified Giardia FBPA; also: potency is read from the fitted curve at half-maximal effect; nearly all actives have a fitted effect of over 55% in size
Target sequence (A8B2U2 whole entry, looked up): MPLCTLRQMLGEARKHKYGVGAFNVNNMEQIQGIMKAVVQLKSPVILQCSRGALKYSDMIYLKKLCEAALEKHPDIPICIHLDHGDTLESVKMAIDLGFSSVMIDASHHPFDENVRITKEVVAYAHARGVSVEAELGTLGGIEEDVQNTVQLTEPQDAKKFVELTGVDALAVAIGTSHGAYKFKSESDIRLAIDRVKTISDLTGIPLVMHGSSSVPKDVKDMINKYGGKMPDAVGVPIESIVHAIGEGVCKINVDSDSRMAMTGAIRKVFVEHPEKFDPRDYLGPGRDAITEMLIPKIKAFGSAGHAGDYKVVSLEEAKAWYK
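40 nM FBPA preincubated 10 min at RT with compound (up to 57.5 uM final), then substrate plus GAPDH/TPI/NAD/arsenate coupling and diaphorase/resazurin added. Fluorescence read after 20 min at RT, 525/598 nm.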
HCMV inh: inhibitors of human cytomegalovirus; HFF cells, HCMV-luciferase reporter, 72 h; hits give low values; activity change, negative = inhibition, % at 57.5 µM; 410,000 tested, 4.5% active; AID 1259415; in the data active = activity change below about -60%; inconclusive = no clear call, values can overlap the other calls; inactive = above about -39%
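After 16 h attachment at 37C, HFF cells received test compound and HCMV-luciferase (1 PFU/cell); reporter luminescence read 72 h later, data normalized against buffer-only and known inhibitor Salinomycin.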
AmpC inh detg: inhibitors of E. coli AmpC beta-lactamase with detergent | P00811 | AmpC hydrolysis of nitrocefin, absorbance 480 nm, 0.01% Triton | Potency, µM (highest dose often 114 µM), for the others: top-dose activity change, negative = inhibition, most hits filed as inhibitors | 370,000 tested, 0.041% active | AID 485294;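 also: potency is read from the fitted curve at half-maximal effect; 0% = no-compound wells and -100% = no-enzyme wells; nearly all actives have a fitted effect of over 25% in size; some results filed as inactive show a strong effect at the top dose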
Target sequence (P00811 whole entry, looked up): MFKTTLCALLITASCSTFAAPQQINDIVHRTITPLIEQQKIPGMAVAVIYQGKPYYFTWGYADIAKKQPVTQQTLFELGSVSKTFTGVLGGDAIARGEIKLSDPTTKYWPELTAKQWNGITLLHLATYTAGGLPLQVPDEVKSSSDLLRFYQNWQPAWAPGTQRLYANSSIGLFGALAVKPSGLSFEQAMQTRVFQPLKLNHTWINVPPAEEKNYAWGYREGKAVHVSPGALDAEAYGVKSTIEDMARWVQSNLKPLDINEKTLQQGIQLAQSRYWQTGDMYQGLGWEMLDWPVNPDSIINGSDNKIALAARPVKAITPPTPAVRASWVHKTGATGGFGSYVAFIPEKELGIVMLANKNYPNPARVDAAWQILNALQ
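AmpC (5.3 nM in the dispensed reagent) in 20 mM phosphate pH 7.0 with 0.01% (detergent screen) or 0.0001% Triton X-100 was preincubated with compounds for 15 min at room temperature. Nitrocefin was then added from an 800 uM solution, and hydrolysis was followed at 480 nm.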
AmpC no deterg: AmpC beta-lactamase inhibition without detergent; 330,000 tested, 0.52% active; Potency, µM (titrated, usually from 57.1 µM), for the others: top-dose activity change, negative = inhibition, most hits filed as inhibitors; AmpC nitrocefin hydrolysis, absorbance 480 nm, 0.0001% Triton; AID 485341; P00811;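 also: potency is read from the fitted curve at half-maximal effect; plate controls were no compound for no effect and no enzyme for full effect; nearly all actives have a fitted effect of over 20% in size; some results filed as inactive show a strong effect at the top dose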
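AmpC (5.3 nM in the dispensed reagent) in 20 mM phosphate pH 7.0 with 0.01% (detergent screen) or 0.0001% Triton X-100 was preincubated with compounds for 15 min at room temperature. Nitrocefin was then added from an 800 uM solution, and hydrolysis was followed at 480 nm.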
Sm TGR inh: blocks Schistosoma mansoni thioredoxin glutathione reductase | Q962Y6 | purified TGR, DTNB reduction, TNB absorbance 405 nm | Potency, µM (series often up to 114 µM), without a hit: at the top dose activity change, negative = inhibition, hits mostly inhibitors | 360,000 tested, 3% active | AID 485364; also: potency is read from the fitted curve at half-maximal effect; nearly all actives have a fitted effect of over 60% in size
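TGR 20 nM + NADPH 100 uM (dispensed conc.), cpd preinc 15 min RT; start with NADPH (500 uM addition) then DTNB (15 mM addition). Kinetic TNB absorbance, 405 nm filter. Four-parameter Hill fit across titration.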
HCV inhibitor: inhibitors of hepatitis C virus infection; Huh7.5.1 HCVcc-Cre infection, luciferase reporter, 44 h; Potency, µM (highest dose often 41.8 µM), inactives show at the top dose activity change, negative = inhibition, actives largely listed as inhibitors; 340,000 tested, 3.4% active; AID 651820; also: potency is read from the fitted curve at half-maximal effect
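Infectious HCVcc-Cre (~0.5 moi) was added to cells just after compound, with cells seeded 4 h earlier at 1,000 per well. Luciferase activity after 44 h culture reported infection; substrate was incubated 15 min at room temperature before reading.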
The depositor's hits bear a star; ? = inconclusive; . = not tested or not shown; [ ] = another dose, or the depositor's remark. Unless noted, calls follow the shape of the dose curve; as a rule, active = well fitted curve in the direction sought with a large enough effect; inconclusive = small, poorly fitted or top-dose-only effect, or another doubt; inactive = no such curve, though single readings can be large; an effect the other way counts as inactive or inconclusive. Unless noted, % is scaled to controls: 0 for no effect and ±100 for the full control effect.

molecule | Giardia FBPA inh | HCMV inh | AmpC inh detg | AmpC no deterg | Sm TGR inh | HCV inhibitor
Cc1c(NC(=O)C(C)OC(=O)c2cc3c4ccccc4n(C)c3s2)c(=O)n(-c2ccccc2)n1C (configuration not stated) | -17% | 22 | ? | 21% | -14% | ?
Cc1cccc(C)c1NC(=O)Nc1ccc2c(c1)OCO2 | 3% | -18 | 0% | 0% | 11% | 5%
CCCOc1cc(C)c(S(=O)(=O)N2CCOCC2)cc1C | 20% | . | -5% | 16% | 2% | 13%
O=C1NCCOC(=O)[C@H](Cc2ccc(F)cc2)C/C=C\C[C@H]1CC(=O)N(CCO)Cc1ccccc1 | . | -18 | . | 229%[activator] | . | ?
CCOC(=O)C1CCCN(S(=O)(=O)c2ccc3c(c2)CCCN3C(C)=O)C1 (configuration not stated) | . | -13 | 2% | . | -4% | .
O=C(Nc1nccs1)c1ccc(-c2ccc([N+](=O)[O-])cc2)o1 | 3% | ? | 3% | -23% | . | -18%
O=C(COC(=O)CN1C(=O)C2CCCCC2C1=O)NCc1ccc(Cl)cc1Cl (configuration not stated) | . | 9 | -14% | 38% | 1% | 11%
O=c1cc(O)nc(SCc2ccc(Cl)cc2)[nH]1 | 8% | 6 | ? | -45% | -27% | 27%
COc1cc(C(=O)NCc2nnc(SCC(=O)NCc3ccccc3)o2)cc(OC)c1OC | -1% | 52 | -2% | 1% | -5% | 9%
CCOc1ccc(NC(C)c2cc(Cl)ccc2O)cc1 (configuration not stated) | -16% | 14 | -1% | -24% | -24% | 2%
CCOP(=O)(OCC)C(C#N)=C1SCN(c2ccc(Cl)cc2)CS1 | ? | -6 | -13% | -19% | ? | 11%
COc1ccc(C)cc1S(=O)(=O)N(C)CC(=O)N1CCN(C)CC1 | 2% | -5 | -12% | -3% | 2% | 17%
C[n+]1cc(-c2ccccc2)n2c1CCCCC2 | . | . | ? | -16% | 44%[activator] | 24%
COc1ccc2c(c1OC)C(=O)N1c3ccccc3N=C(c3ccc([N+](=O)[O-])cc3)CC21 (configuration not stated) | -23% | ? | -7% | -26% | ? | 1%
CC(C(=O)O)n1c(C(F)(F)F)nc2ccccc21 (configuration not stated) | 10% | -9 | -3% | -14% | -7% | 22%
Nc1ccc2nc3c(=O)n(C4CCCCC4)c(=O)[nH]c3nc2c1 | ? | 28 | ? | -13% | 0% | -3%
CC(=O)N1CCN(C(=O)C(Cc2c[nH]c3ccccc23)NC(=O)c2ccccc2Cl)CC1 (configuration not stated) | 11% | 13 | 1% | 24% | -26% | -6%
COc1cccc(CNC(=O)C(=O)NCC2OCCCN2S(=O)(=O)c2cc(C)ccc2C)c1 (configuration not stated) | . | ? | 0% | 29% | -1% | ?
COc1cccc(/C=N/NC(=O)COc2cccc3cccnc23)c1O | 18% | -6 | -11% | -25% | -1% | ?
CC1CC(=O)Nc2ccccc2N1C(=O)COc1ccc2cc(Br)ccc2c1 (configuration not stated) | . | ? | -2% | 62%[activator] | -13% | ?
CCN(C(=O)COC(=O)c1ccc(N2C(=O)c3ccccc3C2=O)cc1)C1CCS(=O)(=O)C1 (configuration not stated) | -3% | -12 | -13% | -9% | 17% | 23%
CCOC(=O)c1ccc(-n2c(C)nc3c(cnn3-c3ccccc3C)c2=O)cc1 | -3% | -17 | ? | -8% | 5% | -3%
C[C@H](CO)N1C[C@H](C)[C@@H](CN(C)C(=O)Nc2ccc3c(c2)OCO3)Oc2ccc(NS(=O)(=O)c3ccccc3)cc2C1=O | . | -10 | . | 46% | . | 1%
Cc1nn2c(C)nc3sc4c(c3c2nc1=O)CC(C)(C)OC4 | 2% | 81 | -8% | -2% | 11% | ?
CC(NC(=O)C1CSC2(C)CCC(=O)N12)c1ccccc1Cl (configuration not stated) | . | -31 | -15% | -12% | 1% | -1%
O=C(NCC1COc2ccccc2O1)c1ccccc1 (configuration not stated) | 9% | 73 | ? | -10% | 0% | 0%
CCS(=O)(=O)c1nc(S(=O)(=O)c2ccc(C)cc2)c(N2CCN(C)CC2)s1 | . | -34 | -5% | 21% | -2% | -10%
Cc1ccc2sc(N3CCN(C(=O)c4ccc([N+](=O)[O-])o4)CC3)nc2c1C | . | -7 | 0% | -11% | -2% | ?
Cc1csc(NC(=O)CCCSc2nc3ccccc3s2)n1 | -10% | 11 | -16% | -9% | 1% | ?
O=S(=O)(O)c1ccc(N=Nc2ccccc2)cc1 | ? | -3 | -13% | -12% | 2% | 25%

Already shown: entries from further up.
molecule | Giardia FBPA inh | HCMV inh | AmpC inh detg | AmpC no deterg | Sm TGR inh | HCV inhibitor
Cc1c(NC(=O)C(C)OC(=O)c2cc3c4ccccc4n(C)c3s2)c(=O)n(-c2ccccc2)n1C (configuration not stated) | -17% | 22 | ? | 21% | -14% | ?
Cc1cccc(C)c1NC(=O)Nc1ccc2c(c1)OCO2 | 3% | -18 | 0% | 0% | 11% | 5%
CCCOc1cc(C)c(S(=O)(=O)N2CCOCC2)cc1C | 20% | . | -5% | 16% | 2% | 13%

Following part
molecule | Giardia FBPA inh | HCMV inh | AmpC inh detg | AmpC no deterg | Sm TGR inh | HCV inhibitor
COc1cc(C(=O)Nc2ccc(S(=O)(=O)Nc3ncccn3)cc2)c([N+](=O)[O-])cc1OC | 4% | -14 | 0% | 6% | 4% | -7%
O=C(O)c1cccc(S(=O)(=O)N2CCSCC2)c1 | 7% | 38 | -8% | -6% | 7% | 16%
COCCNC(=O)Cn1cc(/C=C(\C#N)C(=O)NC2CCCC2)c2ccccc21 | 2% | -11 | -13% | 25% | -5% | 0%
CC(C)C(=O)Nc1cccc(NC(=S)NC(=O)C(c2ccccc2)c2ccccc2)c1 | -3% | -6 | -9% | -31% | -12% | ?
Cc1ccc(OCC(=O)Nc2ccc(S(=O)(=O)N3CCOCC3)cc2)c(C)c1 | -9% | -12 | -9% | 49% | 4% | 5%
Cc1ccc2c(c1)C1(OCCO1)C(=O)N2 | 2% | 6 | 0% | -8% | 5% | 0%
Cc1ccc(NC(=O)CSc2nnc(CCCCCNC(=O)OC(C)(C)C)o2)c(C)c1 | 2% | -20 | 0% | 44% | -5% | 4%
CC1CCCN(CCCNC(=O)CN2C(=O)COc3ccc(S(=O)(=O)N4CCOCC4)cc32)C1 (configuration not stated) | . | 10 | -2% | -12% | -4% | 12%
CCc1ccccc1NC(=O)C1CCCN(c2ncnc3onc(-c4ccc(F)cc4)c23)C1 (configuration not stated) | -8% | -7 | 2% | 6% | -13% | -6%
O=C(O)c1cccc(NS(=O)(=O)c2ccc3c4c(cccc24)C(=O)N3)c1 | -2% | -13 | -8% | -21% | 5% | 11%
Cc1ccc(CN2CC(C(=O)NC(c3nc4ccccc4[nH]3)C(C)C)CC2=O)cc1 (configuration not stated) | . | -2 | -10% | 0% | 2% | 7%
CCOC(=O)c1cnc2ccc(Br)cc2c1NCCN1CCOCC1 | . | -10 | 3% | . | -16% | .
O=c1[nH]ncc(N/N=C\c2ccncc2)c1Cl | 1% | 114 | 4% | -18% | 3% | 9%
CC(C)OCCCNC(=O)c1cccc(NC(=O)c2ccccc2)c1 | 17% | -27 | -2% | -33% | -9% | ?
COCCn1nnnc1SCC(=O)Nc1ccc2c(c1)OCO2 | -5% | -24 | -3% | -45% | . | 17%
CC(=O)Nc1ccc(N/C=C(\C#N)S(=O)(=O)c2ccc(Cl)cc2)cc1 | -2% | ? | -6% | -9% | 0% | 0%
Clc1cccc(Oc2cnns2)c1Cl | 0% | 6 | -11% | 11% | -18% | 16%
CCOc1ccc(NC(=O)C2CCN(S(=O)(=O)c3ccc4c(c3)CC(C)N4C(C)=O)CC2)cc1 (configuration not stated) | 10% | ? | 1% | 48% | 9% | ?
NNC(=S)NC1CCCCCCCCCCC1 | -13% | -25 | -2% | -39% | -7% | -18%
CCOC(=O)C1=C(N)Oc2c(c(=O)oc3ccccc23)C12C(=O)N(C)c1ccccc12 (configuration not stated) | -8% | -15 | -9% | 3% | 3% | -1%
COc1ccc(-c2nnc3sc(COc4ccccc4)nn23)cc1 | -5% | 6 | -15% | 15% | -1% | -13%
CCCCNc1ncnc2c1nnn2C | . | 54 | -1% | . | 4% | .
CCS(=O)(=O)c1ccc(C(=O)NC2CC2)c(Cl)c1Cl | 1% | 17 | 0% | -5% | 1% | 8%
CCOC(=O)N1CCc2c(sc(NCc3cc(OC)ccc3OC)c2C(=O)Nc2cc(OC)ccc2OC)C1 | . | -5 | -7% | . | -36% | .
CCC(C)(C)C1CCC2(CC1)NC(=O)N(CC(=O)N(C)CC(=O)Nc1ccccc1C(F)(F)F)C2=O (configuration not stated) | . | -28 | 3% | 18% | 3% | ?
COc1cccc(NC(=O)CN(c2ccc3c(c2)OCO3)S(C)(=O)=O)c1 | -4% | -4 | 5% | -12% | 11% | 8%
CC1CCC(NS(=O)(=O)c2ccc(Cl)s2)CC1 (configuration not stated) | . | -14 | -14% | -21% | -7% | 17%
COc1cc(C(=O)Nc2nnc(C3CC3)s2)ccc1OCc1c(C)noc1C | 6% | -3 | -4% | -2%[11.4 µM] | 25% | -30%
CCOC(=O)C1CCCN(Cc2cc(=O)oc3cc(C)c(C)cc23)C1 (configuration not stated) | -1% | ? | -1% | 24% | -17% | -8%
COc1ccc(-c2cc(CCCC(=O)NCc3ccccn3)no2)cc1 | -6% | 7 | 0% | 27% | 0% | -11%

(listing goes on)
molecule | Giardia FBPA inh | HCMV inh | AmpC inh detg | AmpC no deterg | Sm TGR inh | HCV inhibitor
COc1ccc(CCNC(=O)COC(=O)/C=C/c2cc(OC)ccc2OC)cc1 | . | -9 | . | -5% | . | ?
CC(C)c1ccc(NC2CCCN(C(=O)CSc3nncn3C)C2)cc1 (configuration not stated) | 11% | ? | -8% | 20% | -2% | ?
Cc1ccc(C)c(S(=O)(=O)Nc2ccc(S(=O)(=O)Nc3ncccn3)cc2)c1 | . | -4 | 1% | -14% | -7% | 6%
N#C/C(=C(/O)C(Cl)(Cl)Cl)c1nc2ccccc2[nH]1 | -4% | 28 | 0% | -40% | 4µM* | 13%
NS(=O)(=O)c1cccc(NC(=O)COC(=O)/C=C/c2ccco2)c1 | 2% | -12 | -5% | -23% | 6.3µM* | 19%
COc1ccc(NC(=O)Nc2nc(C)cc(C)n2)c(OC)c1 | 0% | 4 | -13% | -17% | -1% | ?
C/C(=N\N(C)c1ccccc1)c1c(O)[nH]c(=O)[nH]c1=O | 0% | -22 | 3% | 1% | 10% | -2%
O=C(NC1CCCCC1)C(c1ccccc1)N(C(=O)Cc1ccsc1)c1ccccc1 (configuration not stated) | 0% | -1 | -1% | -13% | -4% | 1%
Cc1ccc(N2CC(NC(=O)CCc3ccccc3)CC2=O)cc1C (configuration not stated) | . | -30 | 0% | . | 0% | .
COc1ccc(Cc2[nH]n3c(=O)cc(C)nc3c2-c2ccccc2)cc1 | -7% | -36 | 0% | -6% | . | 5%
O=C(CCl)Nc1cccc(Oc2cnccn2)c1 | 12% | ? | ? | -15% | 11µM* | -24%
Clc1ccc(/C=N/N2CCN(Cc3ccccc3Cl)CC2)cc1 | 0% | ? | -15% | -19%[11.4 µM] | -11% | -8%
CCOCCc1nn2c(=O)cc(COC(=O)Cc3ccccc3)nc2s1 | . | -2 | -2% | . | -6% | .
